# Assay outcomes as filed in PubChem BioAssay.
# Bfl-1 inhibitors = displacement of Bid BH3 peptide from Bfl-1 – biochemical, fluorescence polarization, FITC-Bid, mouse, primary screen (AID 432); FITC-Bid BH3 peptide fluorescence polarization displacement; higher % means a stronger effect; displacement, % at 20 µM, or IC50 in µM where a hit was titrated; 64,000 compounds, 0.02% hits; in the data active = a potency from the dose series; inactive = the rest, 99 in 100 with displacement below about 15%; note: strong numbers were not always called active
# HT1080 cytotoxicity = cytotoxicity in HT1080 fibrosarcoma cells, cell-based, fluorescence readout (AID 620). HT1080 viability, fluorescence; higher % means a stronger effect. cytotoxicity, % at 10 µM, or EC50 in µM where a hit was titrated. 87,000 compounds, 0.42% hits;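 note: cells exposed to compound overnight then 4 h with Alamar Blue; 0% = vehicle DMSO and 100% = killing control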
# KRASV12 cytotoxicity = viability loss of HPDE-C7K cells – cell-based, fluorescence, HTS, primary screen (AID 431); HPDE-C7K KRASV12 cells, Alamar Blue viability, 48 h; higher % means a stronger effect; cytotoxicity, % at 10 µM; hits with a dose series show EC50 in µM; 63,000 compounds, 1.7% hits;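 active = compounds whose percent cytotoxicity in the single-dose primary screen, scaled between solvent and toxic-drug controls, exceeds 50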;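 note: 0% = DMSO solvent wells and 100% = doxorubicin-treated wells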
# LYP phosphatase = inhibition of human PTPN22 tyrosine phosphatase – biochemical, DiFMUP fluorescence, recombinant catalytic domain, 10 µM, primary screen (AID 606); recombinant LYP catalytic domain, DiFMUP fluorescence; higher % means a stronger effect; inhibition, % at 10 µM; hits with a dose series show IC50 in µM; 52,000 tested, under 10 active;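 active = IC50 under 40 µM in the dose-response test; inactive = IC50 of 40 µM or more, or never dose-tested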
# Spn PMK inh = inhibitors of Streptococcus pneumoniae phosphomevalonate kinase; 65,000 compounds, 0.49% hits; inhibition, % at 10 µM; purified PMK, PK/LDH-coupled NADH absorbance 340 nm; AID 539;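 active = top-ranked compounds by inhibition in the single 10 µM screen, taking a fixed number of the strongest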;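 note: 0% = full reaction with DMSO carrier and 100% = background rate without enzyme reaction; no value below 0 was filed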
# HPDE-C7 viability = HPDE-C7 pancreatic duct cell viability loss – fluorescence, HTS (AID 430); cytotoxicity, % at 10 µM, or EC50 in µM where a hit was titrated; HPDE-C7 pancreatic duct cells viability, fluorescence; higher % means a stronger effect; 63,000 compounds, 1.8% hits;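 note: cells exposed to compound for 48 hours before viability readout; 0% = vehicle and 100% = reference cytotoxic drug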
# Alkaline phosphatase = inhibition of tissue-nonspecific alkaline phosphatase – biochemical, luminescent (AID 518) | purified TNAP enzyme, luminescent substrate readout; higher % means a stronger effect | 64,000 compounds, 0.09% hits | inhibition, % at 20 µM, or IC50 in µM where a hit was titrated; in the data active = a potency from the dose series; inactive = the rest, 99 in 100 with inhibition below about 22%;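 note: plate controls were vehicle for no effect and reference inhibitor for full effect; many of its hits are not listed in these tables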
# Spn MK inh = inhibitors of Streptococcus pneumoniae mevalonate kinase; purified MK, PK/LDH-coupled NADH absorbance 340 nm; 65,000 compounds, 0.48% hits; AID 555; inhibition, % at 10 µM;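 active = ranked among the strongest by inhibition in the single 10 µM screen, a fixed top-ranked set picked for dose follow-up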; note: no value below 0 was filed
# Spn DPM-DC inh = blocks S. pneumoniae diphosphomevalonate decarboxylase. purified DPM-DC, PK/LDH coupled NADH fluorescence. calls only at 10 µM. 65,000 compounds, 0.49% hits;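 active = the 320 compounds with the highest percent inhibition in the single-dose primary screen, excluding strongly autofluorescent ones, cut at about 32% in these data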;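 note: kinetic rate of NADH fluorescence loss reporting ADP formed by the decarboxylase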
# Spn PMK inh pilot replicates = recorded beside Spn PMK inh, whose call it bears; inhibition, %; measured here: pilot screen replicates
# Spn MK inh pilot replicates = further read-out of Spn MK inh, marked with its call; inhibition, %; measured here: pilot screen replicates
# Spn DPM-DC inh pilot screen % = further read-out of Spn DPM-DC inh, marked with its call; inhibition, %; measured here: pilot screen trials
# Numbers without * were called inactive; i = inactive; nt = not tested or not shown; + = active, no number; & = joins results of further samples. Cut-off read from the data, not from the text of the source, unless noted: active = cytotoxicity above about 50%; inactive = the rest.
SMILES,Bfl-1 inhibitors,HT1080 cytotoxicity,KRASV12 cytotoxicity,LYP phosphatase,Spn PMK inh,HPDE-C7 viability,Alkaline phosphatase,Spn MK inh,Spn DPM-DC inh,others
Cc1csc2ncc(C(=O)Nc3ccc(C(F)(F)F)cc3)c(=O)n12,0%,-2%,-15%,3%,10,-23%,5%,3,i,
O=C(Oc1cc2oc(=O)c3c(c2cc1Cl)CCCC3)c1ccco1,-2%,-3%,0%,-10%,11,-4%,11%,10,nt,Spn PMK inh pilot replicates=1.0;Spn MK inh pilot replicates=4.0
O=C(CSc1nnc2sc3ccccc3n12)NCc1ccco1,2%,nt,10%,nt,10,-5%,11%,0,i,
CCOc1ccc(-n2c(=O)cc(N3CCN(c4ccccc4)CC3)[nH]c2=O)cc1,-2%,-4%,8%,13%,5,4%,4%,10,i,Spn PMK inh pilot replicates=2.0;Spn MK inh pilot replicates=0.5;Spn DPM-DC inh pilot screen %=1.5
CC(=O)Nc1ccc(NC(=O)c2oc3cc(C)c(C)cc3c2C)cc1,1%,0%,-8%,0%,nt,43%,7%,4,i,
CCN(CC)C(=O)CSc1nc2ncccc2[nH]1,0%,-1%,-11%,9%,10,-19%,18%,2,i,
Cc1c(NC(=O)c2cnn3cccnc23)c(=O)n(-c2ccccc2)n1C,-1%,32%,-12%,15%,0,-7%,11%,10,i,
Cc1nnc(NCCN2CCOCC2)[nH]c1=O,2%,3%,3%,9%,1,8%,-2%,7,i,
Cc1cc2n(n1)C(c1ccsc1)Nc1ccccc1-2 (centres undefined),-9%,-7%,13%,nt,5,12%,21%,0,i,
CCCCOc1ccc(/C=c2\sc3ncnn3c2=O)cc1,-5%,-7%,24%,nt,7,7%,10%,8,i,
CCOC(=O)CNC(=O)CSc1nnc(-c2ccco2)n1N,-7%,7%,4%,-3%,12,2%,0%,8,i,
CCOC(=O)c1ccc(S(=O)(=O)N2CCN(CCC#N)CC2)cc1,-5%,-3%,-1%,9%,6,2%,4%,7,i,
Cc1ccc2oc(C(=O)NCc3ccc4c(c3)OCO4)c(C)c2c1,5%,-4%,3%,5%,0,0%,14%,3,i,
CCN(CC)C(=O)C1CCN(S(=O)(=O)c2ccc3oc4ccccc4c3c2)CC1,-4%,2%,0%,5%,0,-3%,0%,0,i,
COCc1cc(=O)[nH]c(Nc2nc3ccccc3o2)n1,-7%,-2%,29%,nt,2,35%,-15%,1,i,Spn PMK inh pilot replicates=7.5;Spn MK inh pilot replicates=0.0;Spn DPM-DC inh pilot screen %=2.5
COc1ccc(S(=O)(=O)N(C)CC(=O)Nc2ccccc2OC)cc1C,5%,-1%,-7%,-2%,7,-5%,6%,7,i,
O=C(C1CC2CCC1C2)N1CCN(Cc2ccc3c(c2)OCO3)CC1 (centres undefined),-4%,6%,-8%,-3%,16,-14%,5%,0,i,Spn PMK inh pilot replicates=6.0;Spn MK inh pilot replicates=0.0;Spn DPM-DC inh pilot screen %=0.0
COc1cccc(Oc2ccc(N)cc2)c1,-2%,-6%,15%,nt,6,18%,18%,3,i,Spn PMK inh pilot replicates=1.5;Spn MK inh pilot replicates=0.0;Spn DPM-DC inh pilot screen %=0.5
O=S(=O)(Nc1cccc(C(F)(F)F)c1)c1cnc[nH]1,-2%,4%,-6%,nt,11,-10%,5%,8,i,
Cn1c(C(=O)NCCCN2CCN(c3ccccc3F)CC2)cc2c(=O)n(C)c3ccccc3c21,9%,2%,20%,nt,14,38%,16%,8,i,
CCOC(=O)CSc1nccc(N(C)C)c1C#N,3%,0%,-15%,7%,21,-18%,0%,11,i,
CCn1cnc2sc(-c3ccccc3)cc2c1=O,-1%,-7%,6%,nt,2,-9%,5%,3,i,
COC(=O)c1cc(Br)c(=O)n(CCC2=CCCCC2)c1,0%,-4%,-4%,-13%,14,-20%,12%,6,i,Spn PMK inh pilot replicates=0.5;Spn MK inh pilot replicates=0.0;Spn DPM-DC inh pilot screen %=0.0
COc1ccccc1N1CCN(CC(O)c2ccc3cc[nH]c3c2)CC1 (centres undefined),-8%,10%,35%,-6%,6,24%,15%,0,i,Spn PMK inh pilot replicates=2.0;Spn MK inh pilot replicates=1.0;Spn DPM-DC inh pilot screen %=1.5
COc1ccc2c(c1)-c1ccccc1S(=O)(=O)N2C(C)=O,-1%,-1%,-26%,nt,7,-9%,0%,0,+,
COc1ccc(C(=O)Nc2cc(OC)cc(OC)c2)cc1,-12%,nt,14%,10%,0,11%,12%,7,i,
CC(C)CCOc1ccc(C(=O)O)cc1,7%,-1%,-12%,0%,7,-7%,11%,3,i,
O=C(CSc1nnnn1-c1ccc2c(c1)OCO2)NCc1ccccc1,-12%,9%,7%,10%,6,5%,3%,7,i,
CC(=O)Nc1ccc(S(=O)(=O)N2CCCCC2c2cccnc2)cc1 (centres undefined),-1%,4%,-2%,0%,9,-14%,0%,10,i,
C/C(=N\O)C(=O)NCCCNCCCN(C)C,0%,2%,1%,2%,11,-5%,8%,7,i,Spn PMK inh pilot replicates=0.0;Spn MK inh pilot replicates=0.0;Spn DPM-DC inh pilot screen %=0.0
Cc1ccc2nc(-c3ccccn3)oc2c1,-8%,-7%,10%,6%,17,13%,13%,11,i,
Cc1ccc(-c2csc3nnc(SCC(=O)Nc4nsc(-c5ccccc5)n4)n23)cc1,6%,40%,0%,-6%,7,-5%,-8%,6,i,
Cc1ccc(OCC(=O)Nc2cc(-c3nn4c(C)nnc4s3)ccc2C)cc1,-6%,4%,3%,3%,8,-2%,4%,1,i,
OC(COc1cccc(OCC(O)CN2CCOCC2)c1)CN1CCOCC1 (centres undefined),nt,-1%&-2%,nt,6%,0&11,nt,nt,6&19,i,
CCOCCn1c(CN(C)Cc2ccccc2)nc2c1c(=O)n(C)c(=O)n2C,-6%,-12%,-13%,12%,0,-24%,-3%,3,i,
Cc1[nH]nc2c1C(CCc1ccccc1)C(C#N)=C(N)O2 (centres undefined),5%,6%,-17%,-1%,1,-3%,20%,10,i,Spn PMK inh pilot replicates=0.0;Spn MK inh pilot replicates=0.0;Spn DPM-DC inh pilot screen %=0.0
Cn1c(NCc2ccco2)nc2c1c(=O)n(Cc1ccc(Cl)cc1Cl)c(=O)n2C,-1%,-4%,11%,6%,12,8%,11%,14,i,
Cc1cc2ccccc2n1CCNC(=O)C(C)C,5%,2%,-3%,10%,11,6%,3%,5,i,
COc1ccc(-c2c3c(=O)n(C)c(=O)n(C)c3cn2C2CCCCC2)cc1,-5%,-1%,26%,14%,7,10%,9%,18,i,
Cn1c(=O)c(=O)n(C)c2cc(S(=O)(=O)NCCc3ccccc3)ccc21,0%,11%,-11%,0%,1,-18%,-2%,1,i,
CSCCC(NC(=O)c1cc(CC(C)C)oc1C)C(=O)O (centres undefined),-1%,-2%,-9%,1%,1,-18%,5%,4,i,
Nc1c(C(=O)N2CCOCC2)sc(=S)n1-c1ccccc1,-3%,-4%,3%,1%,0,-4%,11%,14,i,
COc1ccccc1NC(=O)N1CCc2[nH]c3ccc(Cl)cc3c2C1,-3%,9%,nt,-3%,10,nt,13%,6,i,
CCN=c1sc(C(=O)NCCc2ccccc2)cc(=O)n1CC,-3%,-4%,7%,5%,25*,3%,8%,0,i,
CN(C)c1ccc(C(=S)NCc2ccco2)cc1,-6%,4%,-10%,0%,8,-11%,4%,16,i,
Cc1cccc(-c2c3c(=O)n(C)c(=O)n(C)c3cn2-c2ccccc2O)c1,1%,8%,9%,-5%,0,11%,13%,11,i,
CC(NC(=O)C1CCCCC1)C(c1cccs1)N1CCOCC1 (centres undefined),-13%,0%,-15%,3%,0,-15%,7%,1,i,
Cn1cccc1Cc1nnc(SCC(=O)N2CCCC2)n1CCc1ccccc1,-2%,8%,8%,-8%,4,10%,5%,1,i,
COc1ccc(NC(=O)c2cncc(Br)c2)c(S(=O)(=O)N2CCOCC2)c1,3%,10%,-3%,nt,0,-11%,5%,0,i,
CC(C)C(=O)Nc1ccc(Nc2ccccc2)cc1,-2%,1%,5%,5%,0,7%,8%,0,i,
O=C1CC(NCc2ccc3c(c2)OCO3)C(=O)N1CCc1ccccc1 (centres undefined),-2%,-4%,3%,-1%,13,-4%,10%,3,i,
CN(C)c1ccc(C2=NOC(CN3C(=O)c4ccccc4S3(=O)=O)C2)cc1 (centres undefined),0%,-18%,3%,-9%,9,-20%,7%,2,i,
COc1cccc(OCCn2ccnc2)c1,-8%,4%,2%,4%,0,1%,6%,3,i,Spn PMK inh pilot replicates=0.5;Spn MK inh pilot replicates=1.5;Spn DPM-DC inh pilot screen %=1.0
CC1(C)C(=O)Nc2ccccc2N1C(=O)COC(=O)Cn1cnc2ccccc2c1=O,2%,-5%,-16%,11%,17,-58%,10%,0,i,Spn PMK inh pilot replicates=4.5;Spn MK inh pilot replicates=0.0;Spn DPM-DC inh pilot screen %=1.5
COC(=O)c1cccc(OC(N)=O)c1,-5%,-2%,-28%,nt,6,-10%,5%,10,i,
Cc1ccc(NC2c3ncccc3C(=O)N2C2CCCCC2)cc1 (centres undefined),0%,3%,-7%,0%,16,7%,9%,0,i,

# Structural class: the compounds so far containing a halogen
SMILES,Bfl-1 inhibitors,HT1080 cytotoxicity,KRASV12 cytotoxicity,LYP phosphatase,Spn PMK inh,HPDE-C7 viability,Alkaline phosphatase,Spn MK inh,Spn DPM-DC inh,others
Cc1csc2ncc(C(=O)Nc3ccc(C(F)(F)F)cc3)c(=O)n12,0%,-2%,-15%,3%,10,-23%,5%,3,i,
O=C(Oc1cc2oc(=O)c3c(c2cc1Cl)CCCC3)c1ccco1,-2%,-3%,0%,-10%,11,-4%,11%,10,nt,Spn PMK inh pilot replicates=1.0;Spn MK inh pilot replicates=4.0
O=S(=O)(Nc1cccc(C(F)(F)F)c1)c1cnc[nH]1,-2%,4%,-6%,nt,11,-10%,5%,8,i,
Cn1c(C(=O)NCCCN2CCN(c3ccccc3F)CC2)cc2c(=O)n(C)c3ccccc3c21,9%,2%,20%,nt,14,38%,16%,8,i,
COC(=O)c1cc(Br)c(=O)n(CCC2=CCCCC2)c1,0%,-4%,-4%,-13%,14,-20%,12%,6,i,Spn PMK inh pilot replicates=0.5;Spn MK inh pilot replicates=0.0;Spn DPM-DC inh pilot screen %=0.0
Cn1c(NCc2ccco2)nc2c1c(=O)n(Cc1ccc(Cl)cc1Cl)c(=O)n2C,-1%,-4%,11%,6%,12,8%,11%,14,i,
COc1ccccc1NC(=O)N1CCc2[nH]c3ccc(Cl)cc3c2C1,-3%,9%,nt,-3%,10,nt,13%,6,i,
COc1ccc(NC(=O)c2cncc(Br)c2)c(S(=O)(=O)N2CCOCC2)c1,3%,10%,-3%,nt,0,-11%,5%,0,i,
